# D2 antagonist: D2 dopamine receptor (human) antagonism; actives 2% (n = 340,000); inhibition, % at 10 µM; AID 485344; HEK293 TREx D2 cells, calcium flux, dopamine EC80; P14416; in the data active = inhibition above about 30%; note: 0% is about no effect
#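 HEK293 T-REx D2 cells, tet-induced, calcium dye no-wash. Cpd pintool add, 180 s kinetic, then EC80 DA, 180 s kinetic. Ca flux read.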
# TRHR enhancer: TRH receptor (human) allosteric enhancement. actives 0.66% (n = 360,000). enhancement, % at 2 µM. AID 493056. TRHR cells, fluo-8 calcium fluorescence, EC20 TRH enhancement. P34981; in the data active = enhancement above about 30%; note: 0% is about no effect
# Target sequence (P34981 whole entry, looked up): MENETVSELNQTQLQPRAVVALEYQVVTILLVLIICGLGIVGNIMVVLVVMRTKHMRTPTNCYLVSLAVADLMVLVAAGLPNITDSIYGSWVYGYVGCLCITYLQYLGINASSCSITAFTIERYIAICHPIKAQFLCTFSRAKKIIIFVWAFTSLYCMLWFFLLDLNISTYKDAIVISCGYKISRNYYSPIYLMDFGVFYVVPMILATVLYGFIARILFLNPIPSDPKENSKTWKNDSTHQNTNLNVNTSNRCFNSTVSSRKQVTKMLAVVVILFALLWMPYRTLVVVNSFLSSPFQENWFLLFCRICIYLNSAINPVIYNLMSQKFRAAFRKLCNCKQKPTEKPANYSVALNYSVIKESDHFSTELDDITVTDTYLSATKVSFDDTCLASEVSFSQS
#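 Enhancer read-out: after compound pinning and an initial kinetic agonist-mode read, an EC20 of TRH (10 nM final) was injected and fluo-8 calcium signal (Ex 480/Em 530) followed at 1 s/cycle for 100 cycles in TRHR-expressing cells.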
# D2 ag: activates the human D2 dopamine receptor | actives 0.53% (n = 340,000) | HEK293 T-REx D2 cells, calcium flux agonist mode | activation, % at 2 µM | P14416 | AID 485358;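 active = activation over 3 SD above normal in the single-dose calcium agonist read, cut at about 30% in these data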; note: 0% is about no effect
#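 HEK293 Trex D2 cells, tetracycline-induced, o/n 30 C 5% CO2; no-wash Ca dye, RT 30–90 min; 10-cycle baseline, 23 nl cpd added, kinetic Ca read 180 s; agonist hits = positive Ca response.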
# rTrxR1 inhibitor: blocks rat thioredoxin reductase 1 | O89049 | recombinant rTrxR1, NADPH fluorescence consumption, selenite substrate | Potency, µM (titrated, usually from 114 µM), for inactives: top-dose activity change, negative = inhibition, hits mostly inhibitors | actives 1% (n = 390,000); note: potency is the fitted concentration of half-maximal effect; % is set by controls: 0 for no effect and ±100 for the full control effect; nearly all actives have a fitted effect of over 65% in size
# Target sequence (O89049 whole entry, looked up): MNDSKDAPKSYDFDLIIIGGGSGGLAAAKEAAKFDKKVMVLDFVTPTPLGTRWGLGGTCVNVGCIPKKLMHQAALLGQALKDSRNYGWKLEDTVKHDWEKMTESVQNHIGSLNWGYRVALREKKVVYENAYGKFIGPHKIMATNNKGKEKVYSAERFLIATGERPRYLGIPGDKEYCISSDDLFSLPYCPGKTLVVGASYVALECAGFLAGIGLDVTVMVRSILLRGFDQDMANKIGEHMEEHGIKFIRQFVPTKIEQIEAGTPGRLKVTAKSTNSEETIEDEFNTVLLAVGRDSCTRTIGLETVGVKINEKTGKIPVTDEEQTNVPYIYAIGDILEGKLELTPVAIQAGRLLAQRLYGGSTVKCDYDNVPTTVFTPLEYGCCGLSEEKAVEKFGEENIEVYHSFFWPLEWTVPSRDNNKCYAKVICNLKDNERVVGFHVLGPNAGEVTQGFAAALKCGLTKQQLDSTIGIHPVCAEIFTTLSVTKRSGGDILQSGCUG
#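 Rat TrxR1 (90 nM in the dispensed reagent) was pre-reduced with 400 uM NADPH for 5 min at room temperature, then incubated with compound for 15 min. After 400 uM selenite was added, NADPH fluorescence (Ex 340/Em 450 nm) was followed for 8 min.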
# PI4K2A inh: inhibitors of human PI4K2A; activity change, negative = inhibition, % at 76.9 µM; actives 0.13% (n = 420,000); purified PI4K2A, ADP-Glo luminescence, 1 h; hits give low values; AID 1346378; in the data active = activity change below about -50%; inconclusive = mostly about -30% to -49%;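 note: -100% = wells without enzyme as full effect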
#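 Compounds are screened against recombinant PI4K2A using PI as substrate and ATP, the latter dispensed at 300 microM. Reactions run one hour at ambient temperature before ADP-Glo detection; full inhibition defined by wells lacking enzyme.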
# IDH1 R132H inh: blocks human mutant IDH1 R132H enzyme. Potency, µM (highest dose often 76.6 µM), inactives show at the highest dose activity change, negative = inhibition, usual class: inhibitors. actives 0.093% (n = 390,000). IDH1-R132H enzyme, NADPH consumption, diaphorase/resazurin fluorescence. O75874; note: potency is the fitted concentration of half-maximal effect; % is set by controls: 0 for no effect and ±100 for the full control effect; nearly all actives have a fitted effect of over 65% in size
#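 IDH1-R132H (0.5 ug/mL) preincubated 30 min with compound, then NADPH (0.016 mM) and alpha-KG (2 mM) added; 80 min at RT, pH 7.5. Remaining NADPH coupled via diaphorase/resazurin to fluorescence (540/590 nm); concentration-response curves normalized to no-enzyme control.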
# USP1-UAF1 inh: blocks the human USP1/UAF1 deubiquitinase complex. O94782. recombinant USP1/UAF1, Ub-Rhodamine cleavage fluorescence. Potency, µM (titrated, usually from 57.1 µM), for inactives: top-dose activity change, negative = inhibition, hits mostly inhibitors. actives 0.23% (n = 390,000). AID 743255; note: potency is the fitted concentration of half-maximal effect; % is set by controls: 0 for no effect and ±100 for the full control effect; nearly all actives have a fitted effect of over 60% in size; inactives centre near -12
#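 In this screen, compounds sit with the deubiquitinase complex (1nM) for 15 min at room temperature before Ub-Rho is added at 150nM final. Fluorescence rise is then followed for 6 reads every 60 seconds.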
# TRHR agonist: activates the human TRH receptor; P34981; TRHR cells, calcium flux fluo-8, FDSS agonist mode; activation, % at 2 µM; actives 0.18% (n = 360,000); in the data active = activation above about 30%; note: 0% is about no effect
#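 Fluo-8-loaded TRHR cells; 10 s baseline, compound added, kinetic Ca2+ fluorescence read 1/s, agonist mode.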
# TrxR1 substrate: is turned over as a substrate by rat TrxR1 | purified TrxR1 substrate turnover, NADPH consumption readout | Potency, µM (top dose mostly 114 µM), for inactives: at the highest dose activity change, negative = substrate turnover | actives 0.01% (n = 390,000) | AID 588456; note: potency is the fitted concentration of half-maximal effect; % is set by controls: 0 for no effect and ±100 for the full control effect; nearly all actives have a fitted effect of over 50% in size
#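 Rat TrxR1, dispensed at 90 nM, was prereduced with 400 uM NADPH (final) for 5 min at ~22 deg C, then incubated with compound 15 min before 400 uM selenite. A first-read NADPH fluorescence drop versus no-compound background flagged substrates.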
# * hit, by the source's call; u = inconclusive; x = not tested or not shown; & = joins results of further samples; [ ] = remark or other dose. Unless noted, calls come from the whole dose curve; as a rule, active = well fitted inhibition curve with a large enough effect; inconclusive = small, poorly fitted or top-dose-only effect; inactive = no such curve, though single readings can be large or run the other way. Random draw from the library; 3.9% or so of the library scored in one or more.
# Each structure is followed by: D2 antagonist, TRHR enhancer, D2 ag, rTrxR1 inhibitor, PI4K2A inh, IDH1 R132H inh, USP1-UAF1 inh, TRHR agonist, TrxR1 substrate
- Cc1cc(C)n2nc(SCCOc3ccccc3)nc2n1
  -6, 6, 0.5, 19%[57.1 µM], 0, 5%, -15%, 0.1, -7%
- Cc1cccc(NC(=O)CSc2nnc3[nH]c(=O)cc(C)n23)c1C
  x, -2, 0.4, 16%[57.1 µM], 1, 7%, -17%, 0.0, -1%[57.1 µM]
- NC(=O)c1c(NC(=O)CSc2nnc(Cc3ccccc3)n2Cc2ccco2)sc2c1CCC2
  -10, -4, -0.4, u, 4, 0%, u, -1.3, 8%
- O=C(Nc1ccc(Cl)cc1C(=O)O)c1ccc2c(c1)C(=O)N(Cc1ccco1)C2=O
  4, 3, -0.7, u, -3, -1%, -13%, -0.7, -2%
- CC(=O)N1CCCc2cc(S(=O)(=O)N3CCC(C(=O)Nc4ccc(C)cc4Cl)CC3)ccc21
  x, -3, -0.6, 12%[57.1 µM], 0, 8%, -14%, -1.4, 0%[57.1 µM]
- O=C(C1CCC(=O)N(C2CCCCCC2)C1)N1CCN(c2ccccc2Cl)CC1 (centres undefined)
  -13, -1, 0.3, 0%, 1, -7%, -15%, 0.1, 2%
- COc1ccc(C2CC(=O)c3c([nH]c(C(=O)OC4CCCC4)c3C)C2)cc1OC (centres undefined)
  x, 3, -0.6, -3%, 3, 0%, 12%, -1.4, -9%
- O=C(NCCN1CCN(C(=O)c2cccc(Br)c2)CC1)C(=O)Nc1ccc(Br)cc1
  3, 9, -0.3, 10%, 2, 3%, -23%, 0.8, 3%
- OC(COc1cccc2ccccc12)CN1CCN(c2ccccc2Cl)CC1 (centres undefined)
  39*, 6, 7.9, 19%, -1, 4%, 2%, 0.7, 3%[57.1 µM]
- Cc1cc2c(=O)n(C)c(SCC(=O)NC3CCCC3)nc2s1
  3, -2, -0.1, 8%, -6, 0%, -8%, -0.5, -5%
- CC1CCC2(CC1)NC(=O)N(CC(=O)N1CCN(S(=O)(=O)c3ccc4c(c3)CCC4)CC1)C2=O (centres undefined)
  -35, 8, -0.1, -19%, 0, 8%, -2%, -0.5, -21%
- O=[N+]([O-])c1ccc(Sc2n[nH]c(-c3ccc(Cl)cc3Cl)n2)nc1
  6, -3, 2.1, -14%, 2, 1%, -18%, 1.1, -2%
- O=C(OCc1nc2ccccc2s1)c1ccccc1O
  6, 3, 4.8, 21%[57.1 µM], -6, 21%, u, -0.7, 4%[57.1 µM]
- COCCN(Cc1cc2cc3c(cc2[nH]c1=O)OCO3)C(=O)c1cccs1
  6, 3, -0.4, x, x, x, x, 0.5, x
- Cc1ccc(NC(=O)COC(=O)c2ccc([N+](=O)[O-])o2)cc1S(=O)(=O)N1CCCCC1
  14, -6, 0.5, -41%, 0, 9%, -21%, 0.7, -5%[57.1 µM]
- CC(C)(C)C(=O)Nc1nnc(COc2ccc(Cl)cc2)s1
  -3, 4, 2.7, 20%[57.1 µM], 1, 5%, -18%, 0.7, 11%[57.1 µM]
- O=C(c1cccc(Br)c1)N1CCN(c2cnn(-c3ccccc3)c(=O)c2Cl)CC1
  3, 3, 1.7, 6%, 8, 0%, -22%, -1.0, 3%
- C=CCn1c(=O)c(C(=O)NCc2ccc3c(c2)OCO3)c(O)c2ccccc21
  4, -2, 0.5, 15%[57.1 µM], 2, -3%, -5%, 1.3, 13%
- Cc1cc(C)c(NC(=O)CC(C)(C)C)c(Cl)c1
  5, 21, -1.2, 12%[57.1 µM], 25, 1%, -7%, -1.1, 8%[57.1 µM]
- Cc1cccc(N=Cc2cc3c(cc2[N+](=O)[O-])OCO3)c1
  -7, 12, 0.2, 0%, -12, 0%, -13%, 1.0, 0%
- CCC(=O)Nc1ccc(NC(=O)CSc2nnnn2C2CCCC2)cc1C
  -6, 1, 0.0, 8%, -10, 1%, -18%, -0.6, -3%
- CC(C)=CCOc1ccc2c(C)c(CC(=O)N3C[C@H]4C[C@@H](C3)c3cccc(=O)n3C4)c(=O)oc2c1C
  5, -3, -0.2, u, -4, 4%, -29%, 0.1, 208%[activator]
- CCCCOP(=O)(c1ccc(N(C)C)cc1)C(O)c1cc(OC)c(OC)c(OC)c1 (centres undefined)
  5, -2, 0.3, -6%[57.1 µM], 1, 6%, -4%, 0.1, -4%
- CCOC(=O)c1ccccc1NC(=O)N1CCC(N2CCN(Cc3ccccc3)C(=O)C2=O)CC1
  x, -3, 0.2, 6%[57.1 µM], 5, -5%, -2%, 0.2, -3%[57.1 µM]
- COc1ccc(-c2csc(NC(=O)c3cc(C)oc3C)n2)cc1OC
  6, 1, -1.7, 2%, 0, -8%, -21%, 0.1, -6%
- O=C(O)CCC(=O)Nc1ccc(N=Nc2ccccc2)cc1
  -1, -4, 1.5, 14%[57.1 µM], 2, -7%, -18%, 0.1, 3%[57.1 µM]
- Cc1ccccc1CNC(=O)CC1C(=O)NCCN1CC1CCCCC1 (centres undefined)
  18, -5, 1.0, 13%[11.4 µM], 1, 4%, -20%, 0.2, 8%[11.4 µM]
- O=C(NCc1ccco1)C1Cc2cc(Cl)ccc2O1 (centres undefined)
  x, -10, x, -6%, 5, 0%, -8%, -1.0, 4%
- CS(=O)(=O)N(Cc1ccc(C(=O)NCCSc2ccccn2)cc1)c1ccccc1
  -13, 7, 0.0, -4%[57.1 µM], -1, 1%, -10%, -0.2, 5%[57.1 µM]
- Cc1ccccc1OCCC(=O)Nc1cccc(S(=O)(=O)Nc2ccccc2Cl)c1
  -7, 4, -0.3, 9%, -4, -6%, -25%, -0.6, -4%
- CCN(CC)C(=O)Cn1c(=O)cc(C)c2c(C)nn(-c3cccc(Cl)c3C)c21
  x, 10, -0.1, 5%[57.1 µM], 21, -8%, u, 0.5, -5%[57.1 µM]
- CN(CC(=O)O)S(=O)(=O)c1cccs1
  -2, -9, 0.5, -3%[57.1 µM], -2, -5%, -1%, -0.7, 2%[57.1 µM]
- O=C(COC(=O)c1ccc(Br)o1)NCc1cccs1
  7, -5, -2.6, 14%, -1, 5%, -17%, -0.5, -2%
- COC(=O)C(C#N)c1nc2ccccc2nc1N1CCN(Cc2ccc3c(c2)OCO3)CC1 (centres undefined)
  21, -1, 5.4, x, x, x, x, 1.0, x
- Cc1cc(C)c(C)c(C(=O)C2OC(=O)C(C)(C)C(=O)C2(C)C)c1C (centres undefined)
  -19, -5, 0.0, -1%, -3, -1%, -16%, -1.1, -7%
- COc1cccc(C2=CC(c3cccs3)n3nnnc3N2)c1 (centres undefined)
  14, -1, -0.3, -3%, 1, 12%, -17%, 0.2, 1%
- CCOC(=O)c1cnc2c(ccc3ccccc32)c1NCCO
  -11, 0, 0.0, -18%, 0, 12%, -8%, 0.1, 14%[57.1 µM]
- COc1ccc(CC(=O)OCC(=O)Nc2ncc(Cl)cc2Cl)cc1
  4, -3, 0.2, 2%[57.1 µM], -6, 2%, -15%, -0.7, -5%
- Cc1ccc(NC(=O)CCN2CCN(C/C=C/c3ccccc3)CC2)cc1C
  23, 3, -1.0, -6%, 2, 3%, -3%, -1.7, -8%
- CCCN(c1c(C)n(C)n(-c2ccccc2)c1=O)S(=O)(=O)c1ccc(C)cc1
  x, 7, -1.1, 23%, 0, 32%, 2%, -1.3, 8%
- COCCn1c(=N)c(C(=O)NCCc2ccc(OC)cc2)cc2c(=O)n3cccc(C)c3nc21
  1, 1, 0.4, -10%, 4, 3%, -11%, -0.2, 2%
- CC(C)[C@H](NC(=O)CCCn1nnc2ccccc2c1=O)C(=O)O
  4, 0, -0.4, 11%, -1, 0%, -11%, 0.4, 1%
- Cn1c(CCC(N)=O)nnc1SCC(=O)Nc1cc(S(=O)(=O)N2CCCC2)ccc1Cl
  -1, 1, 0.4, 8%, 0, 0%, -14%, -0.2, 0%
- COc1ccc(NC(=O)c2oc3ccccc3c2NC(=O)C2CCCO2)cc1OC (centres undefined)
  7, -8, 0.0, 2%[57.1 µM], 1, 9%, -15%, -0.8, -8%
- CC(OC(=O)Cn1[nH]c(=O)c2ccccc2c1=O)C(=O)Nc1ccccc1[N+](=O)[O-] (centres undefined)
  -9, 2, -0.3, 10%, 0, 2%, u, -0.2, 3%
- COc1ccc(C(=O)NNC(=O)c2cc3ccccc3cc2O)cc1
  x, x, x, 26%, -5, -1%, -20%, x, 5%
- COc1ccc(-n2c(-c3ccc(F)cc3)cn3c4c(=O)n(C)c(=O)n(C)c4nc23)cc1
  x, 14, 0.2, 3%, -1, -3%, -30%, -0.1, 13%[11.4 µM]
- Cc1ccc(S(=O)(=O)c2ccc(NN)cc2)cc1
  -11, -2, 2.1, 23%[57.1 µM], 2, 10%, -21%, 0.4, 6%[57.1 µM]
- CCN1CCN(c2nc3c(c(=O)n(C)c(=O)n3C)n2CCSc2nccc(C)n2)CC1
  2, -7, 0.6, 8%, -13, 1%, -12%, 0.0, 2%
- CC(=O)Nc1ccc(NC(=O)C(=O)NCC(c2ccco2)N2CCc3ccccc3C2)cc1 (centres undefined)
  -5, 3, 1.3, -7%, -1, 0%, -9%, 0.7, -11%
- COc1ccc(-c2csc(NC(=S)NC(=O)c3cc4ccccc4o3)n2)cc1Br
  5, -1, -0.2, 17%, -3, -9%, -17%, 0.2, 6%
- CC1CCCN(CCCNC(=O)c2cn(C)c3ccc(S(=O)(=O)N(C)C4CCCCC4)cc3c2=O)C1 (centres undefined)
  37*, -5&6, 0.4&-0.7, 9%&-1%, -5&4, -7%&-11%, -25%&-22%, 0.3&-0.3, -3%&-7%
- O=C(CCN1C(=O)C2C3CCC(C3)C2C1=O)Nc1ccccc1Cl (centres undefined)
  1, 3, 0.1, -15%, 6, 8%, -13%, -0.4, -11%

# Only TRHR enhancer, for 2 of the compounds above:
Structure	TRHR enhancer
COc1ccc(-c2csc(NC(=O)c3cc(C)oc3C)n2)cc1OC	1
O=C(O)CCC(=O)Nc1ccc(N=Nc2ccccc2)cc1	-4

# Screening data from PubChem BioAssay.
